Screens: PubChem, several laboratories
Kir21 inh: blocks the mouse Kir2.1 inward-rectifier potassium channel; HEK293-Kir2.1, FluxOR thallium flux fluorescence; stronger effect = lower value; B-score at 10 µM; 310,000 tested, 0.85% active; AID 1672;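 active = fluorescence ratio B-score at or below minus 3 SD of library scores, with starting-brightness B-score within 2 SD, cut at about -4.2 in these data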;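 also: channel flux triggered by added potassium and thallium sulfate stimulus; B-score of peak minus minimum fluorescence over baseline after thallium stimulus; more negative B-score means stronger Kir2.1 block with less thallium influx; some compounds called inactive have numbers as strong as hits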
Target sequence (P35561 whole entry, looked up): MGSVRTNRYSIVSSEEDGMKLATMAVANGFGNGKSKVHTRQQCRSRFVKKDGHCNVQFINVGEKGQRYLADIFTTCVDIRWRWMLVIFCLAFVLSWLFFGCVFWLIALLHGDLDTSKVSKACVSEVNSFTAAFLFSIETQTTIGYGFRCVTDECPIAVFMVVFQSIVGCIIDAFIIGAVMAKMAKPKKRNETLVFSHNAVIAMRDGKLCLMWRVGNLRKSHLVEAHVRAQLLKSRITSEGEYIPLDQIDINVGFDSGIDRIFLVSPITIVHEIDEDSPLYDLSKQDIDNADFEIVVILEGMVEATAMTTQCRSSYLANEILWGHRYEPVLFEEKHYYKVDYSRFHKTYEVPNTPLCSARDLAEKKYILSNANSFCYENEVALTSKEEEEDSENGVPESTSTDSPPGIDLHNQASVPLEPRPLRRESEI
KCNQ2 inh: KCNQ2 potassium channel inhibitors, primary screen, cell-based, CHO-K1, FluxOR thallium flux, B-score (AID 2156); O88943; 20 min; stronger effect = lower value; B-score at 10 µM; 310,000 tested, 1.1% active;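 active = fluorescence ratio B-score at most minus 3 library SDs, with starting brightness B-score within 2 library SDs, cut at about -5.5 in these data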
STK33 inh: blocks human STK33 kinase activity; 320,000 tested, 0.073% active; Q9BYT3; inhibition, % at 10 µM; purified STK33, MBP phosphorylation, ADP-Glo luminescence;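 active = inhibition at or above 25%, using the most active replicate where run in duplicate; inactive = inhibition below 25%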
Target sequence (Q9BYT3 whole entry, looked up): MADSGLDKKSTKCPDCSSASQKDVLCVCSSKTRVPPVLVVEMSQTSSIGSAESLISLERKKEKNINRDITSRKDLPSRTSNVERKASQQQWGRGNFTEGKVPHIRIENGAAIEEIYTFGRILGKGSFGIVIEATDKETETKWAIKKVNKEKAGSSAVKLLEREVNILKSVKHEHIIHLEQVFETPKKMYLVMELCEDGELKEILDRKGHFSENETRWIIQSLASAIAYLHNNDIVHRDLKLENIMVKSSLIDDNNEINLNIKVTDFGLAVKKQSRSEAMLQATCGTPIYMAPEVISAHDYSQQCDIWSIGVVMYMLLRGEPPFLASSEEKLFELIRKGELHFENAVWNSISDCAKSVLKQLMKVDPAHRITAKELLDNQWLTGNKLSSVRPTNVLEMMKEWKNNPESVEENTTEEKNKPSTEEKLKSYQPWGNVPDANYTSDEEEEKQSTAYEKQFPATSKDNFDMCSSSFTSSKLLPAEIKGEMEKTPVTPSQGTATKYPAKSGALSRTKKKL
Numbers without * were called inactive; i = inactive; · = not tested or not shown.

SMILES	Kir21 inh	KCNQ2 inh	STK33 inh
O=CN1CCN(C2CC(=O)N(c3ccc(Br)cc3)C2=O)CC1 (stereo not given)	-1.7	i	-1.7
COc1ccccc1OCC(=O)N/N=C1/SCC(=O)N1Cc1ccccc1	0.88	i	0.0
O=C(O)c1nnn(-c2cccc(C(F)(F)F)c2)c1-c1ccccc1	1.9	i	-0.2
CCOc1ccc(C(C)=O)cc1N1C(=O)C2C3C=CC(C3)C2C1=O (stereo not given)	2	i	-0.2
CN(c1ccccc1C(=O)N1CCOCC1)S(C)(=O)=O	-0.78	i	-1.2
CCOC(=O)Cc1csc(NC(=O)COc2ccc3ccccc3c2)n1	0.05	i	-1.1
Cc1ccccc1C(=O)N1CCCN(C(=O)c2ccccc2C)CC1	-0.03	i	-0.3
COc1ccc(NC(=O)CCCn2c(=O)c3sccc3n(Cc3ccccc3C)c2=O)cc1	0.02	i	-1.2
C/C(=N/NC(=O)c1cnccn1)c1cccs1	-0.01	i	-0.4
CCOc1cccc(C2/C(=C(\O)c3ccc4c(c3)OCCO4)C(=O)C(=O)N2Cc2ccncc2)c1 (stereo not given)	0.73	i	-0.3
CCc1ccc(C(C(=O)NC2CCCC2)N(Cc2cccnc2)C(=O)c2csnn2)cc1 (stereo not given)	1.5	i	-0.2
COC(=O)c1ccccc1Sc1c(/C=N/OC(=O)c2ccccc2)c(C(F)(F)F)nn1C	0.68	i	-0.9
O=C(O)Cc1ccc2[nH]c3ccc(CC(=O)O)cc3c2c1	1.3	i	-1.7
C=CCNc1nc(N)c([N+](=O)[O-])c(NCCO)n1	-1.3	i	-1.0
O=C(O)C(Cc1ccccc1)N1C(=O)CCC1=O (stereo not given)	0.8	i	0.1
C#CCN(C)Cc1ccccc1	-0.1	i	-0.9
CCC(C)NC(=O)c1cn(-c2cccc(OC)c2)c(=O)c2ccccc12 (stereo not given)	2.1	i	-2.7
O=C(CN1CCN(Cc2ccccc2Cl)CC1)N/N=C/C=C/c1ccccc1[N+](=O)[O-]	-0.06	i	-0.2
COc1ccc([C@H]2/C=C\CN(C(=O)C3CC3)[C@@H](C)C(=O)N2Cc2ccc(F)cc2)cc1	-0.34	i	-0.7
CCN(CC)C(=O)CSCC(=O)Nc1ccccc1	2.5	i	-1.9
CCOc1ccc(C(=O)N2CCN(S(=O)(=O)c3cccs3)CC2)c(OCC)c1	0.16	i	0.9
Cc1nn(C)cc1CN(C)C(=O)c1nn2c(c1Cl)NC(c1cccs1)CC2C(F)(F)F (stereo not given)	-1.9	i	-1.0
C(=N\Nc1ccccc1)/c1nc2ccccc2s1	-1.7	i	-1.5
CCc1cc(-c2[nH]ncc2-c2ccc(OC)cc2)c(O)cc1O	-2.2	i	8.3

Shown with two lines to a compound: entries from further up
Order of results: Kir21 inh	KCNQ2 inh	STK33 inh
- CCOc1ccc(C(=O)N2CCN(S(=O)(=O)c3cccs3)CC2)c(OCC)c1
  0.16	i	0.9
- Cc1nn(C)cc1CN(C)C(=O)c1nn2c(c1Cl)NC(c1cccs1)CC2C(F)(F)F (stereo not given)
  -1.9	i	-1.0
- C(=N\Nc1ccccc1)/c1nc2ccccc2s1
  -1.7	i	-1.5
- CCc1cc(-c2[nH]ncc2-c2ccc(OC)cc2)c(O)cc1O
  -2.2	i	8.3

Remaining list, next part:
SMILES	Kir21 inh	KCNQ2 inh	STK33 inh
CSc1nc(Oc2ccc(C)cc2)cc(C(F)(F)F)n1	2.3	i	-1.1
CS(=O)(=O)c1ccc2nc(NC(=O)c3ccc(=O)[nH]c3)sc2c1	-0.7	i	1.9
N#Cc1c(N)nc2c(c1-c1ccccc1)CCCC2	-0.04	i	-0.5
COc1ccccc1Cn1c(C)nc2ccccc21	-1.2	i	0.1
CCOc1ccc2oc(-c3ccccc3)c(C(=O)N(C)C)c2c1	0.29	i	-0.9
Nc1ccc2oc(-c3cccc(Br)c3)nc2c1	1.3	i	-2.2
CCc1cc2cc(C(=O)Nc3ccc(C)cc3)sc2s1	-0.44	i	-0.9
Cc1ccsc1/C=N/NC(=O)CNC(=O)c1ccco1	1.4	i	-1.6
COc1ccccc1NC(=O)N1CCCC1C(=O)NCc1ccccc1F (stereo not given)	-0.85	i	-1.5
Cc1ccc(CCN2C(=O)c3ccccc3C2C(=O)NCc2cccnc2)cc1 (stereo not given)	-0.5	i	-1.5
O=C(Cc1ccc(-n2c(=S)[nH]c3ccccc3c2=O)cc1)N1CCN(c2ccccc2)CC1	0	i	0.0
COC(=O)c1cc(NC(=O)c2ccoc2C)cc(C(=O)OC)c1	0.27	i	-2.3
Cc1ccc(CNC(=O)CCS(=O)(=O)c2ccc3c(c2)NC(=O)CS3)cc1	-1.6	i	-1.1
CC(C)(C)c1ccc(OCC(=O)N(c2ccccn2)C2CCCCC2)cc1	1.6	i	-0.2
CN1CCCN(Cc2nc(-c3cccc(C(F)(F)F)c3)no2)CC1	-0.46	i	-0.4
Nc1nc2ccc([N+](=O)[O-])c(N)c2s1	1.8	i	8.1
CCOc1cc(C(=S)N2CCN(C)CC2)ccc1OCC(=O)N1CCOCC1	-1.2	i	-0.8
CC(C)CC(=O)Nc1ccnn1C1CCN(C(=O)c2ccccc2F)CC1	0	i	-0.5
COc1ccccc1CNC(=O)c1cc(C(=O)CC(C)C)c[nH]1	0.45	i	-0.1
Nc1nonc1C(=Nc1ccccc1)NO	-1.3	i	-1.0
CCn1c(SCC(=O)c2ccc3c(c2)Cc2ccccc2-3)nnc1-c1ccc(N)cc1	-1.6	i	-1.0
C/C(=N\NC(=O)c1cccc(S(=O)(=O)N2CCOCC2)c1)c1ccc(OC(F)F)cc1	-2	i	·
O=C(CNC(=O)c1ccncc1)N/N=C/c1ccc(Br)cc1	1.1	i	-1.1
COC(=O)c1cccc(NC(=O)Cn2cnc3ccccc3c2=O)c1	0.75	i	0.0
CC(C)c1ccc(N(C(=O)C(F)(F)F)C(C(=O)NC2CCCCC2)c2ccncc2)cc1 (stereo not given)	-0.7	i	-1.0
CC(=O)NC(=S)Nc1cc(C(F)(F)F)ccc1N1CCOCC1	0.79	i	-4.7
COc1ccc(CCN2CC(C(=O)NCCCn3nc(C)cc3C)CCC2=O)cc1 (stereo not given)	0.34	i	-0.2
CN(c1ccc(C(=O)Nc2ccc3c(c2)OCO3)cc1)S(C)(=O)=O	-0.26	i	0.8
CCOC(=O)c1c(NC(=O)CCC(=O)O)sc2c1CCCCC2	-0.38	i	-1.7
CCOC(=O)c1ccc(NC(=O)CCc2nc(-c3ccc(C)cc3)no2)cc1	0.41	i	-3.3
CCOC(=O)c1ccc(NC(=O)c2c(NCc3ccccc3)[nH]c(=O)[nH]c2=O)cc1	1.8	i	-0.5
CCN(Cc1ccccc1OC)CC1CCCN(CCc2cccc(OC)c2)C1 (stereo not given)	0.94	i	-1.3
CC(=O)OC(C(=O)NCS(=O)(=O)c1ccc(C)cc1)c1cccnc1 (stereo not given)	1.1	i	-0.5
Cc1ccc(OCCn2ccnc2)c(C)c1	0.7	i	-1.8
CCCc1nc2oc3c(OC)ncnc3c2c2c1COC(C)(C)C2	-0.26	i	0.7
CCCCOc1ccc(C(=O)NCc2ccncc2)cc1	0.24	i	-0.6
CC(C)(C)NC(=O)C(c1ccncc1)N(CC1CCCO1)C(=O)Cn1nnc(-c2ccc(F)cc2)n1 (stereo not given)	0.04	i	-0.7
Cc1cc2cc(CNC(=O)c3cccc([N+](=O)[O-])c3)ccc2[nH]1	0.55	i	-0.3
CCn1c(CN2CCOCC2)nnc1SCC(=O)Nc1ccc(C(C)=O)cc1	1.6	i	0.1
CC1(C)Cc2nc3sc(C(N)=O)c(N)c3cc2CO1	0.33	i	-2.8
COc1ccc(C2C(=O)N(C3CCCCC3)CC(=O)N2CCc2ccccc2)cc1OC (stereo not given)	0.75	i	-1.0
COCCn1nnnc1C(c1cccs1)N1CCN(c2ccccc2)CC1 (stereo not given)	0.31	i	-0.5
O=C(O)C1CC(=O)N(c2ccc(Br)cc2)C1 (stereo not given)	0.85	i	-1.4
COCCCn1c(SCc2nnc(-c3ccccc3)o2)nc2sc3c(c2c1=O)CCC3	0.05	i	-2.4
CCN(CC)c1ccc(N2C(=O)/C(=C\c3cccnc3)SC2=S)cc1	0.42	i	-1.1
CC[C@@H](C(=O)n1nc(C)cc1C)[C@H](NS(=O)(=O)c1ccc(C)cc1)c1ccccc1	-3.3	i	0.0
CCCCNC(=O)NNC(=O)COc1cccc(C)c1C	-1.1	i	-0.2
CS(=O)(=O)N1c2ccccc2[C@]2([C@@]34C[C@H]5C(=O)N[C@@H](Cc6ccccc6)C(=O)N5[C@@H]3N(S(C)(=O)=O)c3ccccc34)C[C@H]3C(=O)N[C@@H](Cc4ccccc4)C(=O)N3[C@H]12	1.7	i	0.0
Cc1ccc2nc(NC(=O)CSc3nc(=O)n(CCCN(C)C)c4c3CCC4)sc2c1	-4.8*	i	4.0
CCOc1ccccc1NC(=O)CSc1ccccc1	0.46	i	-0.4
CNc1ccc(Cl)nn1	-0.12	i	-0.1
Cc1nn(CC(=O)NCc2ccc(OC(C)C)cc2)c(=O)c2cc(-c3ccccc3)nn12	-0.05	i	-0.9
O=C(O)c1cccnc1SCc1cccc(Br)c1	1.1	i	1.2
O=C(Nc1ccc(CSc2ccccc2)cc1)c1ccco1	0.86	i	-0.6
Cc1cc2c(cc1S(=O)(=O)CCC(=O)N(C)C1CCCCC1)OCC(=O)N2	1.6	i	-0.8
Cc1ccccc1N1CC2=C(C1=O)C(c1ccccc1)NC(=O)N2C (stereo not given)	-1	i	0.5
COC(=O)c1c(N2C(=O)Nc3ccccc3N2O)sc2c1CCCC2	-0.7	i	-2.2
Cc1cnc(C(=O)NC2CC(C)(C)Cc3c2cnn3-c2cccc(F)c2)cn1 (stereo not given)	-0.21	i	·
C/C(=N\NC(=O)CNC(=O)c1cccs1)c1ccc(Cl)c(Cl)c1	0.45	i	0.0
Cc1ccc2cc(CCNC(=O)c3ccc(Br)o3)c(=O)[nH]c2c1	1.1	i	1.0

Carrying on:
SMILES	Kir21 inh	KCNQ2 inh	STK33 inh
CCOCCn1c(CN2CCc3ccccc3C2)nc2c1c(=O)n(C)c(=O)n2C	0.66	i	-0.2
COc1ccc(-c2csc(N3C(=O)C4C5c6ccccc6C(c6ccccc65)[C@@H]4C3=O)n2)cc1 (stereo not given in full)	0.27	i	0.1
CCN1CCN(C(=O)c2cc(COc3ccc4ncccc4c3)on2)CC1	1.4	i	-0.8
c1ccc(-c2nc(-c3nccc4ccccc34)oc2-c2ccccc2)cc1	0.76	-8.6*	-0.3
CCn1c(O)c(N=NC(=O)c2ccc(CSc3nncn3C)cc2)c2ccccc21	0.49	i	-0.8
O=C(CN1CCN(S(=O)(=O)c2ccc3ccccc3c2)CC1)N1CCc2ccccc2C1	0.05	i	-2.8
CCOc1nc(CC)nc(NC(=O)NS(=O)(=O)c2ccccc2Cl)n1	0.24	i	1.0
O=C(Nc1ccc(-c2nc3cccnc3s2)cc1)c1ccc(Br)o1	-1.1	i	·
OCC1(CO)COC(CCc2ccccc2)=N1	-0.09	i	0.8
O=C(/C(=C/O)N=Nc1ccccc1)c1ccco1	0.76	i	0.2
O=C(NCCN1CCOCC1)/C(=C/c1ccc(F)cc1)NC(=O)c1ccccc1	1.2	i	0.5
O=C(Cc1ccc(F)cc1)NC(Cc1c[nH]c2ccccc12)C(=O)O (stereo not given)	1.2	i	-1.2

In another format: entries from further up.
mol,Kir21 inh,KCNQ2 inh,STK33 inh
CCn1c(O)c(N=NC(=O)c2ccc(CSc3nncn3C)cc2)c2ccccc21,0.49,i,-0.8
O=C(CN1CCN(S(=O)(=O)c2ccc3ccccc3c2)CC1)N1CCc2ccccc2C1,0.05,i,-2.8
CCOc1nc(CC)nc(NC(=O)NS(=O)(=O)c2ccccc2Cl)n1,0.24,i,1.0
O=C(Nc1ccc(-c2nc3cccnc3s2)cc1)c1ccc(Br)o1,-1.1,i,·
OCC1(CO)COC(CCc2ccccc2)=N1,-0.09,i,0.8
O=C(/C(=C/O)N=Nc1ccccc1)c1ccco1,0.76,i,0.2

Further results.
SMILES	Kir21 inh	KCNQ2 inh	STK33 inh
O=C(NC(=S)Nc1ncccn1)c1ccc(F)cc1	2.4	i	-1.1
COc1cccc(-n2ccnc2SCC(=O)Nc2cc(OC)ccc2OC)c1	-1.4	i	0.0
CSc1sc(C#N)c2c1/C(=N\O)CCC2	-0.46	i	-1.0
Cc1cc(C)n(C(=O)c2ccc(NC(=O)CC(C)C)cc2)n1	1.9	i	-1.6
CN(CCCC1CCCC1)C(=O)CC1C(=O)NCCN1Cc1ccc(F)cc1 (stereo not given)	-0.32	i	-1.0
CCN1CCCC1CNC(=O)c1cc2c(OC)c(OC)c(OC)cc2[nH]1 (stereo not given)	-2.3	i	-0.4
CC1(C)C(C=C(Cl)Cl)C1C(=O)Nc1ccc(S(=O)(=O)Nc2ncccn2)cc1 (stereo not given)	2.6	i	-1.2
O=[N+]([O-])C(=C1SCCS1)C(=C(Cl)Cl)N1CCCCC1	1.2	i	2.3
O=C(NCc1cccnc1)C1CC(c2ccc(Cl)c(Cl)c2)=NO1 (stereo not given)	-0.22	i	-0.5
COc1cc(NC(=O)CSc2nnc(C)s2)cc(OC)c1OC	0.11	i	-0.3
O=C(NCc1n[nH]c(=S)n1Cc1ccccc1)c1ccc(Cl)cc1Cl	-0.57	i	-0.7
CCN1C(=O)CC(N2CCN(CC(=O)NC(C)C)CC2)C1=O (stereo not given)	-0.24	i	-0.2
COc1cc(Nc2ncnc(N)n2)cc(OC)c1	-1.4	i	-0.4
CC1CC(C)(C)NC(=S)N1CCC(=O)NCc1ccc(Cl)cc1 (stereo not given)	0.03	i	0.3
CCOc1ccc(C(O)(c2ccccc2OC)C(CN2CCCC2)c2ccccc2)cc1 (stereo not given)	-1.6	i	-2.7
